Bioassay records: PubChem BioAssay, several laboratories
Rpn11 block = blocks the human proteasome subunit Rpn11 | human 26S proteasome, Ub4-pepOG fluorescence polarization; 20S core pre-blocked with epoxomicin | 360,000 tested, 0.59% active | calls only at 20 µM;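 active means inhibition at 20 µM, scaled to each plate's controls, above about 33%, limit read from the data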
MT1-MMP act inh = MT1-MMP (human) activation inhibition. AID 651647. HT1080 RFP-PRO-GFP cells, GFP/RFP ratio fluorescence, overnight; percent of plate control window, DMSO zero. GFP/RFP ratio change, % at 20 µM. P50281. 360,000 tested, 0.061% active;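 active means GFP/RFP ratio change of at least 30% with cell ATP level not reduced by more than half and red fluorescence within 50% of control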; further: strong numbers were not always called active
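Assay system: HT1080 cells carrying an RFP-PRO-GFP reporter | Dosing: Single dose of 20 µM compound, 1% DMSO final | Incubation: Cells overnight before dosing, compound overnight, 37 °C, 5% CO2 | Evaluation: GFP/RFP fluorescence ratio | Control set: DMSO and RFP-L50D-GFP cell wells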
SKN-1 block = blocks SKN-1 activity in C. elegans; C. elegans VP596 Pgst-4::GFP/RFP ratio, acrylamide-induced, 24 h; inhibition, % at 21.8 µM; 360,000 tested, 0.49% active;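 active means interference check ratio from 0.5 to 1.5 plus GFP to RFP signal ratio inhibition reaching or exceeding a fixed threshold, cut at about 30% in these data, passing the limit was not always enough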; further: some compounds called inactive have numbers as strong as hits
Neddyl block = cullin neddylation inhibition; P61081+Q13564; TR-FRET cullin neddylation, biochemical; calls only at 25 µM; 360,000 tested, 0.58% active; AID 651699; in the data active means inhibition above about 36%
CSN inh = inhibitors of human CSN-mediated cullin deneddylation | Q92905 | Purified CSN, SCF-Nedd8-OG deneddylation, fluorescence polarization | inhibition, % at 12.5 µM | 360,000 tested, 0.38% active | AID 651999;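 active means pattern-corrected inhibition above about 35%, with an unprinted fluorescence ratio check between 0.5 and 1.5, limit read from the data, passing the limit was not always enough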;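 further: 0% = enzyme with substrate and 100% = substrate without enzyme; some results filed as inactive read as strong as hits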
Target sequence (Q92905 whole entry, looked up, one chain of several): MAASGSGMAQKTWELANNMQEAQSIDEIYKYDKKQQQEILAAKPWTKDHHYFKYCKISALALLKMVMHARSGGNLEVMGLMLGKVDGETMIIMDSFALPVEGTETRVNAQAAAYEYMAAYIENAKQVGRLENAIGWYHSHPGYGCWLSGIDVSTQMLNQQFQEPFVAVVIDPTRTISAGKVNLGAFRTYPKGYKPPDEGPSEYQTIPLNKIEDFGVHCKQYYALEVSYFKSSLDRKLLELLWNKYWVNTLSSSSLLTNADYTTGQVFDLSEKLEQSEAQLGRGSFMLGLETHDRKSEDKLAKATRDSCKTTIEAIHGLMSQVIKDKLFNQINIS
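Assay system: HEK293T-derived human Csn5 enzyme; quantity: 0.24 nM enzyme; medium: Tris/NaCl/DTT buffer, pH 7.5; also added: substrate SCFSkp2-Nedd8OG, 10 nM; doses: 12.5 µM compound; schedule: 90 min reaction at room temperature; signal: FP; read-out: % inhibition of substrate cleavage by Csn5; benchmarks: substrate-only high control, full reaction low control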
FAS-TE inh = inhibitors of human fatty acid synthase thioesterase domain; 360,000 tested, 0.67% active; inhibition, % at 15 µM; recombinant FAS-TE, OMFH fluorogenic substrate, fluorescence endpoint; P49327;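 active means compounds whose normalised, plate-corrected inhibition of enzyme fluorescence in the single-dose primary screen is 50% or more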;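 further: 0% = DMSO with enzyme and 100% = substrate without enzyme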
PABP1 MLLE inh = blocks PAM2 peptide binding to the PABP1 MLLE domain; GST-MLLE / FITC-PAM2 fluorescence polarization; 360,000 tested, 0.36% active; inhibition, % at 20 µM; P11940; in the data active means inhibition above about 35%, passing the limit was not always enough;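 further: plate controls were DMSO wells with GST-MLLE for no effect and wells lacking GST-MLLE protein for full effect; some results filed as inactive read as strong as hits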
Target sequence (P11940 whole entry, looked up, the tested form may be a part): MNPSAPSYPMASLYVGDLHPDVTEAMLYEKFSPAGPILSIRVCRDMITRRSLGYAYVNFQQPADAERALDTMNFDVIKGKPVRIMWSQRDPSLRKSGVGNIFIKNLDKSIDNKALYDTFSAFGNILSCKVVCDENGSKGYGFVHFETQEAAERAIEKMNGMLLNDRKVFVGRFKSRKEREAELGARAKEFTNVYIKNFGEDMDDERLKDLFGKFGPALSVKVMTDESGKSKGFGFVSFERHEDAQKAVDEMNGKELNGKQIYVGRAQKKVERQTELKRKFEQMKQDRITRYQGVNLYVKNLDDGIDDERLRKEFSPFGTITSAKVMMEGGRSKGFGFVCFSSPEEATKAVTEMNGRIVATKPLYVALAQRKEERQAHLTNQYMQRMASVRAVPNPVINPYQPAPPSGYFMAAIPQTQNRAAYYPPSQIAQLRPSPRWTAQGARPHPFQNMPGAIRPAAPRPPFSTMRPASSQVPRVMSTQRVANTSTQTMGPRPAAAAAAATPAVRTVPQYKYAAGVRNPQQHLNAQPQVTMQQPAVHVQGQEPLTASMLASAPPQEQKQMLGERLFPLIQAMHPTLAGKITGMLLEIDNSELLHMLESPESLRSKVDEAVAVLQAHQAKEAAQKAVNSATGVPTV
Rin1 Abl inh = blocks binding of human Rin1 to Abl; TR-FRET Rin1/Abl binding, biochemical; 360,000 tested, 0.4% active; AID 588664; inhibition, % at 7.35 µM; P00519+Q13671; in the data active means inhibition above about 5%, passing the limit was not always enough
NadD inh = inhibitors of Staphylococcus aureus NadD | 360,000 tested, 0.78% active | inhibition, % at 20 µM | purified NadD enzyme, colorimetric absorbance read-out; in the data active means inhibition above about 26%; further: some compounds past the cut are filed as inactive
Active calls of the source: *; i = inactive; nt = no result given.

compound	MT1-MMP act inh	Rpn11 block	SKN-1 block	NadD inh	Neddyl block	Rin1 Abl inh	CSN inh	PABP1 MLLE inh	FAS-TE inh
Cc1cc(C)c2c(n1)sc1c(=O)n(-c3ccccc3)c(=O)[nH]c12	3.7	i	9.6	3.8	nt	-96.0	-6.0	5.8	-8.3
O=C(Nc1cnn(C23CC4CC(CC(C4)C2)C3)c1)c1cnn2c(C(F)(F)F)cc(-c3ccco3)nc12	15.2	i	0.2	3.7	i	3.4	6.3	-21.9	61.2*
CCN1CCN(c2nc(SC)nc3sc4c(c23)CC(C)(C)OC4)CC1	-6.1	i	-3.8	-7.4	i	-0.7	1.2	7.7	-1.4
COc1ccc(C2C(C(=O)Nc3ccc4c(c3)OCCO4)c3ccccc3C(=O)N2C)cc1 (configuration not stated)	4.7	i	3.7	6.2	i	1.3	-0.6	-0.1	-1.0
Cc1nnc(NC(=O)CSc2nc3c(c(=O)n2C)SC(C)C3)s1 (configuration not stated)	-1.3	i	2.1	-1.0	i	-2.1	-7.4	4.9	-2.5
CSCCC(C(=O)NC1CCCC1)n1c(C2CCCC2)nc2ccccc21 (configuration not stated)	-0.9	nt	4.2	nt	i	nt	-9.6	nt	nt
Cc1cccc(OCC(=O)Nc2ccc3c4c(cccc24)CC3)c1C	-0.5	i	7.3	-3.0	i	1.6	0.9	-2.9	13.2
COCCn1c(N)c(N(Cc2ccccc2)C(=O)COc2ccccc2F)c(=O)[nH]c1=O	-1.8	i	-9.9	-4.2	i	-1.3	0.2	-0.3	-11.7
CC1CC(C)CN(C(=O)COC(=O)CNC(=O)C23CC4CC(CC(C4)C2)C3)C1 (configuration not stated)	3.7	i	0.5	5.4	i	-0.8	-3.1	-1.0	-3.8
COc1ccc(NC(C)=O)cc1NC(=O)CN1CCN(CC(=O)Nc2ccc(Cl)cc2)CC1	2.9	i	-17.4	7.5	i	-3.1	-2.0	1.6	-0.9
CCOC(=O)c1cccc(NC(=O)CN2C(=O)C3C4C=CC(C4)C3C2=O)c1 (configuration not stated)	5.9	i	-24.7	-1.7	i	0.2	-0.5	-8.6	-13.8
COc1ccc(C2SCC(=O)N2C)cc1 (configuration not stated)	-4.2	i	-3.5	-2.6	i	1.1	2.1	33.8	-11.5
N#CCC(=O)N/N=C\c1cccc(OC/C=C/c2ccccc2)c1	-1.6	i	8.0	25.4	i	-0.9	1.1	-15.0	-42.2
Cc1cc(=O)[nH]c(SCCOc2ccc3c(c2)CCC3)n1	-0.9	i	-15.0	1.1	i	9.5	0.4	11.2	-3.4
Cc1ccc(NC(=O)CN2C(=O)S/C(=C\C(=O)Nc3ccc(Cl)cc3)C2=O)cc1	-1.3	i	1.1	16.8	i	-3.4	-6.5	-2.9	-7.1
O=C(NC1(C(F)(F)F)NC(=O)N(CC2CCCCC2)C1=O)c1ccco1 (configuration not stated)	6.8	i	10.9	11.5	i	2.8	2.3	1.5	0.6
O=C(COC(=O)c1n[nH]c2ccccc12)NC1CCCCC1	0.9	i	12.6	-1.4	i	2.5	3.7	-14.7	-2.2
O=CN1CCN(c2c([N+](=O)[O-])c(=O)oc3ccccc23)CC1	-3.0	i	-4.7	2.2	i	3.5	6.8	-12.3	4.6
O=C(Cc1ccc(Cl)cc1)OCC(=O)N1CCCCCC1	-1.1	i	26.9	-2.7	i	1.2	-1.7	-2.8	-0.2
CCN(CC(=O)Nc1cccc(OC)c1)C(=O)C1CCN(C(=O)Nc2ccccc2)CC1	0.5	i	-13.1	-1.2	i	1.0	-1.5	3.6	0.6
CC(C(=O)NCC1CCCCC1)N1CCN(S(=O)(=O)c2ccccc2F)CC1 (configuration not stated)	1.6	i	4.1	-5.9	i	-2.5	-4.7	9.9	3.3
CC(=O)N1CCC(N(CCN2CCOCC2)C(=S)Nc2ccc(C)cc2)CC1	-2.7	i	8.4	5.1	i	-2.7	-1.7	9.8	-1.8
Cc1ccccc1OCC(O)Cn1c(SC(C)C)nc2c1c(=O)[nH]c(=O)n2C (configuration not stated)	2.5	i	9.1	8.0	i	3.0	3.4	-98.3	-2.6
CCCCOCCCNC(=O)c1ccccc1OCC	6.0	i	11.1	-5.3	i	2.9	-2.5	1.7	-6.7
CC(C)(C)NCCOc1ccc(Br)cc1	8.5	i	1.4	-1.9	i	0.5	-3.3	-4.3	-4.6
O=C(NCCc1ccccc1)C1CCCN1S(=O)(=O)c1ccc(Cl)cc1 (configuration not stated)	1.4	i	-6.7	3.0	i	1.3	-2.5	7.6	1.8
COc1ccccc1-c1cccc(-c2nc(C(=O)Nc3nccs3)cc3c2[C@H](CCO)N(C(C)=O)C3)c1	7.8	nt	2.0	-8.7	i	nt	3.9	nt	8.6
CSc1cc(C)n(-c2ccc(Cl)cc2)c(=S)c1C(C)=O	1.7	i	-14.5	-4.0	i	1.4	-1.7	-110.8	2.4
NC(=O)CC1C(=O)N(c2ccc(F)cc2)C(=O)N1NC(=O)CCc1ccccc1 (configuration not stated)	3.3	i	-1.4	-6.4	i	-0.5	-0.6	0.0	-5.1
COc1ccccc1C(=O)NNC(=O)Cc1ccccc1	-0.3	i	1.1	-1.3	i	-0.2	0.5	-0.2	-1.9
CCOC(=O)c1sc(=S)n(C)c1NC(=O)c1ccc(C(C)(C)C)cc1	-8.7	i	5.9	-2.4	i	-0.1	-2.8	24.8	30.8
Clc1ccccc1-c1ncc2ccccn12	1.1	i	3.7	-4.5	i	0.5	1.8	-1.8	-6.4
Cc1cc(C)cc(NC(=O)COC(=O)[C@@H](NC(=O)c2ccco2)C(C)C)c1	1.6	i	6.8	-0.2	i	0.0	1.0	0.2	1.3
CN1CCN(c2ccc(NC(=O)c3ccc4c(c3)OCO4)cc2)CC1	0.5	i	-14.9	-6.2	i	2.4	1.1	-10.1	-7.8
CCC(CC)NC(=O)COC(=O)c1ccc(OCc2ccc(C(C)=O)cc2OC)c(OC)c1	-2.1	i	4.4	-5.8	i	-5.5	-14.9	-30.8	-8.9
CN1C(=O)CC(c2ccccc2)C1=O (configuration not stated)	1.2	i	11.4	1.5	i	-5.0	-6.7	-4.4	-4.1
COc1cc(C(=O)Oc2cccc(C(=S)N3CCOCC3)c2)cc(OC)c1OC	0.4	i	-7.3	-8.2	i	2.0	-3.6	25.3	2.7
CC(Sc1nc(-c2ccccc2)cc(C(F)(F)F)n1)C(=O)N1CCCC1 (configuration not stated)	-3.9	i	-22.4	-2.8	i	-2.2	1.4	13.6	-1.7
O=C(O)c1cccc(Nc2nc(-c3ccccc3)nc3ccccc23)c1	-1.1	i	-14.0	-1.6	nt	-0.7	-3.7	13.2	-1.6
CCOC(=O)/C(C#N)=C/c1ccc(N2CCN(Cc3ccccc3)CC2)cc1	-10.9	nt	14.4	-2.1	i	-2.4	11.2	-102.5	13.2
O=C(CSc1ccc2nnc(-c3ccncc3)n2n1)NCC1CCCO1 (configuration not stated)	-0.8	i	-5.5	0.0	i	4.3	-8.6	9.3	-1.3
O=C(CCNS(=O)(=O)c1ccccc1)NNC(=O)COc1ccc(Cl)cc1	4.7	i	20.0	-0.9	i	2.1	0.2	2.4	-5.7
C=CCn1c(SCc2ccc(C#N)cc2)nnc1-c1cccc(OC)c1	-3.7	i	-2.1	-1.4	i	2.9	3.9	-14.6	9.5
Cc1cc(S(=O)(=O)NC2CCN(Cc3ccccc3)CC2)c(C)cc1Cl	1.0	i	-8.5	-6.0	i	3.2	7.0	-10.7	14.0
CC(C)(C)OC(=O)C[C@H]1C/C=C\C[C@@H](CC(=O)N[C@@H](CO)Cc2ccccc2)C(=O)NCCOC1=O	-0.2	i	6.5	1.8	i	-0.5	-1.9	5.7	-9.6

Rewritten with values under each structure: part of the list above.
Results follow in this order: MT1-MMP act inh | Rpn11 block | SKN-1 block | NadD inh | Neddyl block | Rin1 Abl inh | CSN inh | PABP1 MLLE inh | FAS-TE inh
CN1CCN(c2ccc(NC(=O)c3ccc4c(c3)OCO4)cc2)CC1
 : 0.5 | i | -14.9 | -6.2 | i | 2.4 | 1.1 | -10.1 | -7.8
CCC(CC)NC(=O)COC(=O)c1ccc(OCc2ccc(C(C)=O)cc2OC)c(OC)c1
 : -2.1 | i | 4.4 | -5.8 | i | -5.5 | -14.9 | -30.8 | -8.9
CN1C(=O)CC(c2ccccc2)C1=O (configuration not stated)
 : 1.2 | i | 11.4 | 1.5 | i | -5.0 | -6.7 | -4.4 | -4.1

The results go on.
compound	MT1-MMP act inh	Rpn11 block	SKN-1 block	NadD inh	Neddyl block	Rin1 Abl inh	CSN inh	PABP1 MLLE inh	FAS-TE inh
CSc1nc(-c2ccco2)nn1C(=O)c1ccccc1	0.4	i	20.7	-0.4	i	1.6	-6.9	10.1	26.6
O=C(O)CSCNC(=O)CC12CC3CC(CC(C3)C1)C2	4.3	i	0.6	-3.8	i	2.8	4.4	0.5	-4.4
CCOc1cc(NC(=S)NCCCN2CCOCC2)c(OCC)cc1NC(=O)c1ccc(C)cc1	2.3	i	-12.8	2.4	i	0.9	-1.3	7.0	-0.6
CNc1nnc(-c2cc3ccccc3oc2=O)s1	-7.1	i	-7.2	-3.4	i	-8.4	7.7	-16.6	-7.0
CCOc1ccc(C(=O)Nc2cc(NC(=O)c3ccc(OCC)c(Cl)c3)cc(C(=O)O)c2)cc1Cl	2.4	i	13.2	30.2*	i	-0.8	48.8*	8.0	18.2
O=C(NC1CCCC1)C(c1cccnc1)N(C(=O)c1ccco1)c1cccc(F)c1 (configuration not stated)	-0.4	i	20.9	3.2	i	2.4	3.2	-1.6	-5.7
Cc1ccc(-c2ccc(=O)n(CC(=O)NCCN3C(C)CCCC3C)n2)cc1 (configuration not stated)	-8.4	i	10.8	-7.3	i	-1.1	6.5	-8.5	-6.9
Nc1ccc(S(=O)(=O)Nc2ccc(Cl)nn2)cc1	-1.0	i	-4.8	-5.7	i	0.8	0.4	12.7	-6.3
COCC(C)n1c(C)cc(C(=O)CSc2nc(C)c(C)c(C)n2)c1C (configuration not stated)	-3.2	i	-0.4	-1.2	i	0.9	-1.4	31.2	-1.6
CCCOCC1CC(CCc2nc(=S)[nH][nH]2)C(=O)O1 (configuration not stated)	0.4	i	15.1	0.2	i	-3.2	-1.5	37.6	-13.7
Cc1cc(=O)n(C)c(=O)n1CCCCCN1CCCC1	-1.3	i	-2.3	2.1	i	3.3	-2.9	6.1	-5.1
COC(=O)C1(C(=O)OC)C/C=C\CCN(S(=O)(=O)c2ccccc2[N+](=O)[O-])CC1	2.4	nt	10.8	1.4	i	nt	-3.4	nt	2.2
O=C1COc2ccc(C(=O)COc3ccc(Cl)cc3Br)cc2N1	-0.5	i	-9.9	-2.7	i	6.7	0.0	-12.8	11.6
CN(CC(=O)Nc1ccccc1Cl)C(=O)COC(=O)c1ccccc1[N+](=O)[O-]	2.8	i	-7.1	-1.8	i	1.7	1.7	-2.7	-2.4
CC1=C(C#N)C(c2ccc(O)cc2)C2=C(CC(C)(C)CC2=O)N1 (configuration not stated)	13.7	i	0.3	-3.1	i	-1.4	-5.2	7.7	-8.5
COc1cc(COc2ccc3c(C)c(Cc4ccccc4)c(=O)oc3c2C)cc(OC)c1OC	-5.4	i	6.7	9.5	i	-1.7	4.8	1.1	20.6
